CHT inh = inhibitors of human choline transporter CHT; Q9GZV3; CHT-expressing cells, membrane potential dye, choline response; hits give low values; B-score at 10 µM; 310,000 tested, 0.86% active;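 active = B-score over 3 SD under the library average, and starting fluorescence ratio not unusually high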;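 also: choline stimulus applied at its EC90 after an EC20 pre-addition; B-score computed on integrated fluorescence ratio after choline addition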
Target sequence (Q9GZV3 whole entry, looked up): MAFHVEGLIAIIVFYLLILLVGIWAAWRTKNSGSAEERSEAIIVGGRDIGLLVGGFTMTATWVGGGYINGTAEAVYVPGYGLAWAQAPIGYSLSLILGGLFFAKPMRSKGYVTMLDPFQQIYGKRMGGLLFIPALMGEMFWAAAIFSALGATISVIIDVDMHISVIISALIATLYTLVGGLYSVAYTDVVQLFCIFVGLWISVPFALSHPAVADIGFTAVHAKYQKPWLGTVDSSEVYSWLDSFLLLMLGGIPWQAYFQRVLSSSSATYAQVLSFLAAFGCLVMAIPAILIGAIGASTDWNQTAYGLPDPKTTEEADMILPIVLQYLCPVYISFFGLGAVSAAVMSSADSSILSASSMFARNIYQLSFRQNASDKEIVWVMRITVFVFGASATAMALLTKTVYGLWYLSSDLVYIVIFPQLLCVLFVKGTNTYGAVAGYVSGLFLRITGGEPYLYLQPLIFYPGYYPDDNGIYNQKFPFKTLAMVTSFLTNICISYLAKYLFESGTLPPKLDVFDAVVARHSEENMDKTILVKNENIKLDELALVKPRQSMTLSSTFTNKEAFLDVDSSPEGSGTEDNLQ
STK33 kinase inh = human STK33 kinase inhibition | Q9BYT3 | purified STK33, MBP phosphorylation, ADP-Glo luminescence | inhibition, % at 10 µM | 320,000 tested, 0.073% active | AID 2661;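 active = inhibition at or above 25%, using the most active replicate where run in duplicate; inactive = inhibition below 25%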
Target sequence (Q9BYT3 whole entry, looked up): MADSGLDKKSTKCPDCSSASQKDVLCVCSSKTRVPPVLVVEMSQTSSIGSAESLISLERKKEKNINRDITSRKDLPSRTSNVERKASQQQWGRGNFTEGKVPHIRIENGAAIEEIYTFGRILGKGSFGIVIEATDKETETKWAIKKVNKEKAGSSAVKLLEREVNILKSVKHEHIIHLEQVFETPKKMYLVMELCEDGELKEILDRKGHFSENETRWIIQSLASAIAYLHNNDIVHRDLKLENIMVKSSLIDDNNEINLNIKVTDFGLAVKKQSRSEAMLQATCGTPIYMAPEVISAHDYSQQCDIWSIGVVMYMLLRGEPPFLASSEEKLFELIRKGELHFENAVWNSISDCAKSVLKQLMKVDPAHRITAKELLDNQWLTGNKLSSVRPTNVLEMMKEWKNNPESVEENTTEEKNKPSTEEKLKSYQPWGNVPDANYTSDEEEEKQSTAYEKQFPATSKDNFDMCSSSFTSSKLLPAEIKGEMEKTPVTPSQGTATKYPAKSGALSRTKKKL
CHT allo act = allosteric activators of human choline transporter CHT | CHT-expressing cells, membrane potential dye, choline EC20; hits give high values; LV-AA mutant CHT in HEK293 cells | AID 488977 | B-score at 10 µM | 310,000 tested, 0.49% active | Q9GZV3;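 active = initial fluorescence not abnormally high and integrated response B-score, plate-corrected, over 3 SD above library mean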
Active calls of the source: *; i = inactive; x = not tested or not shown.

SMILES	CHT inh	STK33 kinase inh	CHT allo act
CCOC(=O)C1CCCN(c2ncnc3c2oc2ccccc23)C1 (stereo not drawn)	i	1.6	i
Cc1ccc(CSc2nc3nc(C)cc(C)n3n2)cc1	i	0.3	i
O=C1c2cccc3cccc(c23)C(=O)N1CCCn1ccnc1	i	0.3	i
COC(=O)CCCC1=CC2=CC(=O)C(C)(O)C(=O)C2=CO1 (stereo not drawn)	i	0.4	i
COc1ccccc1CNS(=O)(=O)c1ccc(NC(C)=O)cc1	i	-1.8	i
COc1ccc(N2CCN(C(=O)c3cccc(Cn4cc(Cl)cn4)c3)CC2)cc1	i	-1.8	i
CC(c1ccccc1)N1CCn2c(nc3cc(NS(C)(=O)=O)ccc32)C1 (stereo not drawn)	i	0.1	i
COC(=O)c1nnn(CC(=O)Nc2cc(Cl)ccc2C)c1C(=O)OC	i	-2.4	i
Cn1cc(CNC(=O)c2ccc3nc(Cc4ccccc4F)oc3c2)cn1	i	-2.4	i
CN(C)CCCn1c2c(c(SCC(=O)Nc3cccc4ccccc34)nc1=O)CCC2	i	-1.2	i
O=C(c1ccco1)N1CCN(S(=O)(=O)c2ccc3c(c2)CCN3C(=O)C2CCC2)CC1	i	0.7	i
C(=N\Nc1nc(N2CCCC2)nc(N2CCCC2)n1)/c1cccnc1	i	-0.1	i
CCCCOCCCNC(=O)c1c(-c2ccccc2)noc1C	i	-1.9	i
Cc1ccc(C)c(OCc2cc(C(=O)N3CCN(c4ccccc4C)CC3C)no2)c1 (stereo not drawn)	i	-0.5	i
Cc1cc(C)c(S(=O)(=O)N2CCN(C)CC2)c(C)c1	i	-0.3	i
CC(=O)Nc1ccc(S(=O)(=O)N/N=C/c2cccnc2)cc1	i	1.0	i
COc1ccc(C(=O)Oc2cc(N)n(S(=O)(=O)c3ccc(C)cc3)n2)cc1	i	0.5	i
COCCN1C(=O)c2ccccc2C(C(=O)NCCCN2CCCC2)C1c1c[nH]c2ccccc12 (stereo not drawn)	i	0.8	i
CCOC(=O)c1cnc2c(ccc3ccccc32)c1NCCO	i	3.6	i
CN(CC(=O)Nc1ccc(Cl)cc1)CC(=O)Nc1cccc(Br)c1	i	-0.4	i
CCC(=O)Nc1ccc(C(=O)OCc2ccccc2Cl)cc1	i	-0.5	i
CCc1cc(C(=O)OC)c(NC(=O)CSc2nccn2C)s1	i	-0.3	i
CC(C)(C)n1nc2c(c1NC(=O)c1ccc(C(F)(F)F)cc1)CS(=O)(=O)C2	i	0.5	i
Cc1ccc(S(=O)(=O)N(C)CC(=O)N(CC(C)C)C2CCS(=O)(=O)C2)cc1 (stereo not drawn)	i	3.9	i
COc1ccc(-n2c(Cc3ccccc3)nnc2SCc2ccc([N+](=O)[O-])cc2)cc1	i	0.5	i
O=C1C(c2ccncc2)N(CCC2=CCCCC2)C(=O)CN1C1CCCCC1 (stereo not drawn)	i	-2.2	i
CCOC(=O)C1=C(C)N(CCCCCC(=O)O)C(=O)NC1c1ccc([N+](=O)[O-])cc1 (stereo not drawn)	i	-0.3	i
O=C(Nc1ccc(Cl)cn1)c1ccc2nccnc2c1	i	0.4	i
CCN(CC)C(=O)c1ccc(S(=O)(=O)N2CCC(c3nc4ccccc4s3)CC2)cc1	i	1.1	i
Cc1cc(NC(=O)C2CC(c3ccc(F)cc3)=NO2)no1 (stereo not drawn)	i	-1.4	i
O=S(=O)(Nc1cccc(Br)c1)c1cccc2nsnc12	i	-0.5	i
COc1cccc(/C=N/N2CCN(C)CC2)c1	i	-1.4	i
O=C(COC(=O)CCc1ccccc1)Nc1ccc(F)cc1Cl	i	0.6	i
CC(C)(C)NC(=O)C1CN(S(=O)(=O)c2ccccc2)CCN1S(=O)(=O)c1ccccc1 (stereo not drawn)	i	-2.1	i
CC(NS(=O)(=O)c1ccc(Br)cc1)C(c1cccs1)N1CCOCC1 (stereo not drawn)	i	-2.9	i
COc1ccc(C2C(C(=O)c3ccco3)=C(O)C(=O)N2CCCn2ccnc2)c(OC)c1 (stereo not drawn)	i	0.8	i
COc1ccc(C(C)=O)cc1COC(=O)c1cc(=O)c2ccccc2o1	i	-1.5	i
CN(Cc1c(C(=O)N/N=C/c2cccc(F)c2)nnn1-c1nonc1N)c1ccccc1	i	-1.4	i
O=C(O)C1CC1c1ccc(Br)cc1 (stereo not drawn)	i	-2.0	i
O=C(/C=C/c1cccc(Br)c1)N1CCN(c2ccccn2)CC1	i	-0.6	i
O=C(COC(=O)CCSc1ccc(Cl)cc1)NCc1ccccc1	i	-1.2	i
Cn1c(Nc2ccccc2)cc(=O)n(C)c1=O	i	0.0	i
O=C(CSc1nnc(Cc2ccccc2)o1)c1ccc2c(c1)OCO2	i	-1.3	i
COc1ccc(N(C(=O)C(C)C)S(=O)(=O)c2cccs2)cc1	i	x	i
Cc1nn(Cc2ccccc2)c(Cl)c1C(=O)OCC(=O)NC(=O)NC12CC3CC(CC(C3)C1)C2	i	0.3	i
CCNc1c(NS(=O)(=O)c2ccc(OC)cc2)c(=O)oc2ccccc12	i	-2.8	i
Cc1ccnc(NC(=O)C(C)N2C(=O)c3ccccc3S2(=O)=O)c1 (stereo not drawn)	i	-0.3	10*
Cc1ccc(-n2c(=O)c3c4c(sc3n3c(=S)[nH]nc23)CCC4)cc1	i	-0.1	i
CCCSC1=C(C#N)C(c2ccccc2OCC)CC(=O)N1 (stereo not drawn)	i	-0.8	i
Cc1ccc(N(CCC#N)C(=O)COC(=O)c2cc(C)no2)cc1	i	-0.4	i
COc1ccccc1NC(=O)Cn1c(=O)c(N(C)C)c(N)n(C)c1=O	i	0.1	i
CC(=O)c1cccc(N(C(=O)CNC(=O)c2ccco2)C(C(=O)NC2CCCC2)c2ccco2)c1 (stereo not drawn)	i	0.1	i
Cn1c(=O)[nH]c(=O)c2c1nc(N/N=C/c1ccncc1)n2Cc1ccc(Cl)cc1	i	-1.1	i
O=C(CSc1ccc(Cl)cc1)NNC(=O)c1ccco1	i	-0.9	i
NC(=O)CSc1nnnn1CC(CC(=O)O)c1ccccc1 (stereo not drawn)	i	-5.3	i
COc1cccc(/C=C2\SC(=S)N(c3cccnc3)C2=O)c1OC	i	0.0	i
CC(=O)c1cn(N(C)c2ncc(C(F)(F)F)cc2Cl)c(=O)[nH]c1=O	i	-1.2	i
CN(C)S(=O)(=O)c1cccc(NC(=O)NCCCl)c1	i	0.5	i
COc1ccccc1CN(Cc1nc2ccccc2c(=O)[nH]1)S(=O)(=O)c1ccc2ccccc2c1	i	-0.8	i
O=C(CCC(=O)N1CCc2ccccc2C1)NCCc1ccc(Cl)cc1	i	0.0	i

Further structures follow:
SMILES	CHT inh	STK33 kinase inh	CHT allo act
OCCSc1c(F)c(SCCO)c(SCCO)c(F)c1SCCO	i	-0.2	i
O=C(c1ccc2snnc2c1)N1CCCCC1	i	-1.0	i
Cc1c(NC(=O)C(C)OC(=O)c2c3c(nc4ccccc24)CCC(C)C3)c(=O)n(-c2ccccc2)n1C (stereo not drawn)	i	-0.6	i
C=CCOc1ccc(/C=N/NC(=O)C2CCCC2)cc1OCC	i	-0.3	i
Cc1ccc(NC(=O)COc2cccc3ccc(C)nc23)c(Br)c1	i	x	i
COc1ccc(N2CCN(C(=O)c3csc4ccccc34)CC2)cc1	i	-0.9	i
Cc1ccc2c(c1)C1CN(C)CCC1N2C(=O)c1ccccc1NS(=O)(=O)c1ccc(F)cc1C (stereo not drawn)	i	0.2	i
CC(=O)Nc1ccc(-c2nnn(CC(=O)Nc3ccc4c(c3)OCO4)n2)cc1Cl	i	1.0	i
O=C(O)c1cccc(S(=O)(=O)N2Cc3ccccc3C2)c1	i	0.9	i
CCOC(=O)/C(=N\Nc1cccc(C(F)(F)F)c1)N1CCOCC1	i	-0.8	i
O=C(COc1cccnc1[N+](=O)[O-])Nc1ccc2c(c1)CCC2	i	-0.6	i
CC(C)C(NC(=O)c1ccco1)C(=O)NCC(c1ccco1)N(C)C (stereo not drawn)	i	-0.2	i

Compounds shown so far that contain a cyano group (2):
SMILES	CHT inh	STK33 kinase inh	CHT allo act
CCCSC1=C(C#N)C(c2ccccc2OCC)CC(=O)N1 (stereo not drawn)	i	-0.8	i
Cc1ccc(N(CCC#N)C(=O)COC(=O)c2cc(C)no2)cc1	i	-0.4	i

Next compounds follow:
SMILES	CHT inh	STK33 kinase inh	CHT allo act
O=C(Nc1ccc(Cn2nnc3ccccc32)cc1)c1ccco1	i	-0.2	i
CN1CCCC(OC(=O)c2cccc(Cl)c2)C1 (stereo not drawn)	i	-0.1	i
CCc1ccc(OCC(=O)Nc2ccc(S(=O)(=O)N3CCOCC3)cc2)cc1	i	x	i
O=C(O)C1C(c2ccccc2)C(C(=O)N2CCOCC2)C1c1ccccc1 (stereo not drawn)	i	-0.3	i
O=C(Nc1cccc(F)c1)C1CCCN(S(=O)(=O)c2ccccc2)C1 (stereo not drawn)	i	-1.0	i
COC(=O)c1ccccc1NC(=O)CSc1nnc(-c2ccc(OC)cc2)n1C	i	-2.1	i
Cc1cc2c3c(c1)C(C)CC(C)(C)N3C(=O)C2=O (stereo not drawn)	i	0.1	i
O=c1c2cc(Br)ccc2[nH]c(=S)n1Cc1ccccc1	i	0.9	i
O=C(CCN1C(=O)/C(=C/c2ccccc2Cl)SC1=S)NC1CCCC1	i	0.2	i
COc1ccc(C(=O)C[n+]2ccc3ccccc3c2C)cc1	i	-0.9	i
COC(=O)[C@@H](NC(=O)c1ccc2c(c1)S(=O)(=O)c1ccccc1C2=O)C(C)C	i	0.0	i
c1ccc(Cn2c3ccccc3c3nnc(SCCN4CCCCC4)nc32)cc1	i	-1.3	i

Reprinted from the part before: three compounds; new compounds follow.
SMILES	CHT inh	STK33 kinase inh	CHT allo act
COc1ccc(C(=O)C[n+]2ccc3ccccc3c2C)cc1	i	-0.9	i
COC(=O)[C@@H](NC(=O)c1ccc2c(c1)S(=O)(=O)c1ccccc1C2=O)C(C)C	i	0.0	i
c1ccc(Cn2c3ccccc3c3nnc(SCCN4CCCCC4)nc32)cc1	i	-1.3	i
Cc1ccc(/C(N)=N/OC(=O)c2ccc(Cl)cc2Cl)cc1	i	-1.4	i
Cc1nc(-c2ccc(NC(=O)c3ccccc3Br)cc2)cs1	i	x	i
CC(=O)NCCc1c[nH]c2ccc(OCc3ccccc3)cc12	i	-0.2	i
Cc1oc(/N=C/c2cccc([N+](=O)[O-])c2)c(C#N)c1C	i	-0.2	i
CC1CC(C)CN(CCCNC(=O)C2CCCN(c3nnc(N4CCCC4=O)s3)C2)C1 (stereo not drawn)	i	0.7	i
CCOC(=O)c1c(NC(=O)CC)sc(C(C)=O)c1C	i	-0.1	i
Cc1ccc(C)n1NC(=O)c1ccc(Cl)cc1	i	-0.8	i
CCOC(=O)c1ccc(N2C(=O)C(O)=C(C(C)=O)C2c2ccc([N+](=O)[O-])cc2)cc1 (stereo not drawn)	i	-1.2	i
CCN(CC(=O)Nc1c(F)cccc1F)C(=O)c1ccc2c(c1)OCCO2	i	-0.2	i
Cc1cccc(C)c1OCC(=O)N(Cc1ccc(N(C)C)cc1)C1CCS(=O)(=O)C1 (stereo not drawn)	i	-0.3	i
CSc1cc(C)[nH]c(=O)n1	i	-0.5	i
CCCCNC(=O)c1onc(CSc2ccc(C(C)C)cc2)c1C(=O)O	-8.2*	-2.5	i
CC(C)OC(=O)C(C)Nc1ccc(F)c(Cl)c1 (stereo not drawn)	i	-0.7	i
CC(C)n1cc([C@@H]2C[C@H]3CN(Cc4cccc(Cl)c4)C(=O)[C@]34CCCN24)cn1	-5.3*	-1.6	i
CCc1cc2c(C)ccc(C)c2nc1SCC(=O)Nc1c(C)[nH]c(=O)[nH]c1=O	i	x	i
NS(=O)(=O)c1cc2c(cc1Cl)NC(C1C[C@H]3C=C[C@@H]1C3)NS2(=O)=O (stereo partly drawn)	i	-0.9	i
O=C(Nc1cc(-c2ccccc2)nn1-c1ccccc1)c1ccccc1F	i	-0.8	i
O=C(N/N=C/c1ccc(-c2cccc([N+](=O)[O-])c2)o1)c1ccccc1O	i	-1.3	i
CCOc1ccc(OCCC(=O)N(CC)CC(=O)Nc2ccccc2C(F)(F)F)cc1	i	-0.9	i
COc1ccc(C(CC(=O)N2CCOCC2)c2c(OC)cc(OC)c3ccc(=O)oc23)cc1 (stereo not drawn)	i	-0.5	i
O=C(COc1coc(CN2CCN(c3ccccc3)CC2)cc1=O)Nc1ccc(F)cc1	i	x	i
O=C(/C=C/Nc1ccc(F)cc1)c1ccc(Br)cc1	i	-0.2	i
CNC(=S)NCc1ccc2[nH]c(C)cc2c1	i	-1.0	i
COC(=O)c1ccc(NC(=O)CN2C(=O)CC(C)S(=O)(=O)c3ccccc32)cc1 (stereo not drawn)	i	-0.6	i

Rewritten with values under each structure: part of the list above
Results follow in this order: CHT inh, STK33 kinase inh, CHT allo act
O=C(c1ccc2snnc2c1)N1CCCCC1
  i, -1.0, i
Cc1c(NC(=O)C(C)OC(=O)c2c3c(nc4ccccc24)CCC(C)C3)c(=O)n(-c2ccccc2)n1C (stereo not drawn)
  i, -0.6, i
C=CCOc1ccc(/C=N/NC(=O)C2CCCC2)cc1OCC
  i, -0.3, i
Cc1ccc(NC(=O)COc2cccc3ccc(C)nc23)c(Br)c1
  i, x, i
COc1ccc(N2CCN(C(=O)c3csc4ccccc34)CC2)cc1
  i, -0.9, i
Cc1ccc2c(c1)C1CN(C)CCC1N2C(=O)c1ccccc1NS(=O)(=O)c1ccc(F)cc1C (stereo not drawn)
  i, 0.2, i
CC(=O)Nc1ccc(-c2nnn(CC(=O)Nc3ccc4c(c3)OCO4)n2)cc1Cl
  i, 1.0, i

The list continues.
SMILES	CHT inh	STK33 kinase inh	CHT allo act
CN(C(=O)c1c[nH]c(=O)cc1C(F)(F)F)c1ccc(Cl)c(Cl)c1	i	6.5	i
Cc1ccc(C)c(-c2cc(C(=O)Nc3cccnc3)c3ccccc3n2)c1	i	-0.3	i
CCOC(=O)COc1ccc2c3c(c(=O)oc2c1)CCCC3	i	0.7	i
Cc1ccc(C(=O)N/C(=C\c2ccc(Cl)cc2)C(=O)NCCCN2CCOCC2)cc1	i	-0.5	i
